# KCNQ1 inh: inhibitors of human KCNQ1 channel, primary screen, cell-based, thallium flux, high-throughput; CHO-K1 KCNQ1, FluxOR thallium flux fluorescence; active compounds read high; B-score at 10 µM; hit rate 1.3% among 310,000; AID 2642, 2010;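 active means compounds whose thallium flux B-score, printed positive for inhibition, exceeds three library SD while starting fluorescence stays within three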;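 further: channel opened by potassium depolarization with thallium stimulus after 20 min compound exposure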
# hERG rescue: hERG rescue from dofetilide block, primary screen, cell-based, CHO-hERG, FluxOR thallium flux, dofetilide IC70; Voltage-gated inwardly rectifying potassium channel KCNH2 (Homo sapiens), Q12809; dofetilide IC70 present; activation (rescue from dofetilide block), less the hit threshold, % at 10 µM; hit rate 0.51% among 310,000; AID 1511, 2009;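 active means activation above the mean of controls blocked by dofetilide plus 5 SD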;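 further: thallium influx through hERG after potassium depolarization seen as dye fluorescence rise; in these data hits start at about 4.7%; inactives centre near -7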
# KCNQ1 pot: potentiators or activators of KCNQ1 channel, primary screen, cell-based, thallium flux, high-throughput; CHO-K1 KCNQ1, thallium flux FluxOR fluorescence; active compounds read high; B-score at 10 µM; hit rate 0.35% among 310,000; AID 2648, 2010;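 active means fluorescence ratio B-score, a plate-corrected score, at least three library SD, with initial intensity B-score within 5 SD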
#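 Schedule – 37 °C overnight plating, 90-min dark dye load, 20-min compound pretreatment · System – stable KCNQ1 CHO-K1 line · Probe or stimulus – thallium- and potassium-containing depolarizing buffer · Measured by – kinetic FluxOR fluorescence, 10 s baseline plus 110 s post-stimulus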
# PolyA inhibitor: polyadenylation inhibitors in yeast reporter cells, primary screen, luminescence, S. cerevisiae | S. cerevisiae SKY197-pL101 polyadenylation reporter, beta-gal luminescence; efflux-impaired pdr1/pdr3 knockout yeast; score 100 = 6 SD above DMSO | calls only at 12 µM | hit rate 0.02% among 300,000;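 active means lowest replicate activity score at least 50, where 100 means six control SD above control mean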;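 further: yeast exposed to compound for 9 h at 30 °C; higher score means more reporter readthrough which indicates perturbed polyadenylation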
# Platelet DG rel: inhibitors of platelet dense granule secretion, primary screen, cell-based, MLPCN, human platelets; human platelet-rich plasma, SFLLRN dense granule ATP release, luminescence; inhibition, %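 (compounds screened at 7.5 µM in platelet-rich plasma)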; hit rate 0.22% among 300,000; AID 1663, 2009;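 active means mean replicate score, as percent of positive control, at or above 50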
# TRPC4 agonist: activators of mouse TRPC4 channel, primary screen, Fluo4 calcium, HEK293 TRPC4beta/mu-opioid cells; Short transient receptor potential channel 4 (Mus musculus), Q9QUQ5; Fluo4 calcium fluorescence; active compounds read high; B-score at 10 µM; AID 2237, 2010; hit rate 0.49% among 310,000;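 active means B-score above 5 SD of library B-scores, and initial fluorescence ratio not above library mean plus 5 SD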;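 further: positive B-score marks a calcium rise read as TRPC4 activation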
# Target sequence (Q9QUQ5 whole entry, looked up): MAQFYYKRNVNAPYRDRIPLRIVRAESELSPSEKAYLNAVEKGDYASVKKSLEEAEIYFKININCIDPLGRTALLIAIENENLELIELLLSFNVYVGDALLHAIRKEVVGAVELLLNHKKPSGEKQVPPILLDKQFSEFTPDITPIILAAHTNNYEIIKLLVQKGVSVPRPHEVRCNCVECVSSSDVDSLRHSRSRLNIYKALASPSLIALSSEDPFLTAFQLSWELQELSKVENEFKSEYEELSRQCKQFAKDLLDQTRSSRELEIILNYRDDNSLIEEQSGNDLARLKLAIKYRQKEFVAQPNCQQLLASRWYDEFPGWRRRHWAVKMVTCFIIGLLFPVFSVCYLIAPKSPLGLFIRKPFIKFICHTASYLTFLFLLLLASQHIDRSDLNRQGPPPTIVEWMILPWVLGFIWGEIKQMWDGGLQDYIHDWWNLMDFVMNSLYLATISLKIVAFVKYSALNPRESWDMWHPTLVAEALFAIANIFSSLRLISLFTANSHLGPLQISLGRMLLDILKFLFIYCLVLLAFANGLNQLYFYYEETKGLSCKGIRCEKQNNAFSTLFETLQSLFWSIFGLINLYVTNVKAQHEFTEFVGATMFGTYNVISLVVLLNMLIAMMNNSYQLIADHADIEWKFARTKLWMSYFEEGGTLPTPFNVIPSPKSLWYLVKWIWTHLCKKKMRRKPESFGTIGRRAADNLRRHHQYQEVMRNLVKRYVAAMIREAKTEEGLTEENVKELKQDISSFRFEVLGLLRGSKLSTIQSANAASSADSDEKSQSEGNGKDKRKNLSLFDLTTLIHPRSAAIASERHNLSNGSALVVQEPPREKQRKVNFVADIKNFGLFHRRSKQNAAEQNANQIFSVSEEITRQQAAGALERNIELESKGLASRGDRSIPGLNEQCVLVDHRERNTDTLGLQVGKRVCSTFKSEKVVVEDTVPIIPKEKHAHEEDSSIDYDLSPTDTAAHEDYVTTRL
#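 Assay system: HEK293 cells stably co-expressing mouse TRPC4beta and mu-opioid receptor / Timing: Fluo4 dye loading 45 min at room temperature, 110 s recording / Signal: Fluo4 calcium-sensitive dye fluorescence, kinetic, 1 Hz baseline / Read-out: integrated baseline-normalised fluorescence ratio, converted to per-well B score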
# TRPC4 PAM: positive allosteric modulators of TRPC4, primary screen, cell-based, mouse TRPC4beta, HEK293 mu-opioid, Fluo-4 calcium; DAMGO EC20, Fluo-4 Ca2+ flux; active compounds read high; Short transient receptor potential channel 4 (Mus musculus), Q9QUQ5; B-score at 10 µM; hit rate 0.42% among 310,000;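 active means B-score of calcium response area above 5 SD of library B-scores, with initial fluorescence ratio within 5 SD of library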;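 further: B-score of integrated fluorescence ratio over time as area under calcium response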
# Dyrk1A ADPGlo: rat Dyrk1A kinase inhibitors, primary screen, biochemical, single point, plate reader; ADP-Glo luminescence, NFATc1 peptide; inhibition, % at 12.5 µM; hit rate 0.43% among 310,000; AID 504441, 2011; in the data active means inhibition above about 50%;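 further: plate controls were vehicle with enzyme for no effect and no enzyme for full effect; many of its hits are not listed in these tables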
# KCNK3 inh: human KCNK3 channel inhibitors, primary screen, CHO cells, FluxOR thallium flux, B-score; B-score at 10 µM; hit rate 0.84% among 340,000; Potassium channel subfamily K member 3 (Homo sapiens), O14649; AID 602410, 2012; FluxOR fluorescence; active compounds read low;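 active means B-score under library mean minus 4 SD, starting fluorescence ratio at most library mean plus 5 SD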;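 further: more negative B-score means stronger inhibition of thallium flux through KCNK3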
# KCNK9 block: KCNK9 potassium channel inhibitors, primary screen, HEK293 cells, thallium flux. Potassium channel subfamily K member 9 (Homo sapiens), Q9NPC2. FluxOR thallium flux fluorescence; active compounds read low. B-score at 10 µM. hit rate 1.2% among 310,000;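 active means ratio B-score over 3 SD below the library mean, with starting fluorescence within 5 SD of its mean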;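 further: negative B-score means less thallium flux so channel inhibition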
# TRPC4 inh: inhibitors of mouse TRPC4 channel, primary screen, Fluo4 calcium, HEK293 TRPC4beta/mu-opioid cells | Short transient receptor potential channel 4 (Mus musculus), Q9QUQ5 | DAMGO-evoked Fluo4 calcium flux; active compounds read low | B-score at 10 µM | hit rate 0.39% among 300,000 | AID 2247, 2010;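 active means B-score over 3 SD under the library average, no early fluorescence shift, positive overall ratio signal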
#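 System: stable TRPC4beta/mu-opioid receptor HEK293 cells; Dosing: single-point compound dosing; Measured by: Fluo4 Ca2+ flux fluorescence; Read-out basis: per-well B score of integrated baseline-normalized Fluo4 ratio.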
# Numbers without * were called inactive; i = inactive; x = not tested or not shown. Some of the compounds tested, so the mix of outcomes need not match the whole.
SMILES,KCNQ1 inh,hERG rescue,KCNQ1 pot,PolyA inhibitor,Platelet DG rel,TRPC4 agonist,TRPC4 PAM,Dyrk1A ADPGlo,KCNK3 inh,KCNK9 block,TRPC4 inh
CC(C)(C)c1cc(C(=O)NNS(=O)(=O)c2ccccc2)n[nH]1,i,-8,i,i,-7,i,i,0,i,i,i
Fc1ccc(-n2cc(-c3ccccc3)c3c(N4CCOCC4)ncnc32)cc1,i,-8,i,i,0,i,15*,-3,i,i,i
COCc1cc(C)nc(N2CCNCC2)c1C#N,i,-9,i,i,9,i,i,5,i,i,i
CCCCNC(=O)C1CCCN1S(=O)(=O)c1cccc2nsnc12 (configuration not stated),i,-12,i,i,0,i,i,-2,i,i,i
Cc1nc(=O)c(-c2ccccc2)c(C)n1-c1ccccc1Cl,i,-14,i,i,0,i,i,x,i,i,i
CCN(C(=O)COC(=O)c1cc2c(s1)CCCCC2)C1CCS(=O)(=O)C1 (configuration not stated),i,-10,i,i,2,i,i,-2,i,i,i
CCc1nc(CN2CCN(Cc3ccc(F)c(F)c3)C(CCO)C2)c(C)[nH]1 (configuration not stated),i,-8,i,i,-3,i,i,-1,i,i,i
CC(=O)c1cccc(NC(=O)c2cccc(NC(=O)c3ccco3)c2)c1,i,-8,i,i,-1,i,i,-3,i,i,i
COc1ccc(C(=O)C2CCCN(Cc3nc4ccccc4nc3C)C2)cc1OC (configuration not stated),i,-3,i,i,-2,i,i,2,i,i,i
O=C(NCCc1ccncc1)Nc1ccc(Cl)cc1,i,-10,i,i,7,i,i,2,i,i,i
CSCCC(NC(=O)c1ccco1)C(=O)N1CCC(C(N)=O)CC1 (configuration not stated),i,-15,i,i,4,i,i,-16,i,i,i
COc1cccc(CN2CC(C(=O)NCc3ccc(C)o3)CCC2=O)c1 (configuration not stated),i,-9,i,i,-6,i,i,1,i,i,i
Cc1ccc(S(=O)(=O)N2CCCCC2)cc1NC(=O)COC(=O)Cc1cccc2ccccc12,i,-4,i,i,-2,i,i,0,i,i,i
Cc1cc(C)cc(OCC(=O)NNC(=O)c2cc3ccccc3o2)c1,i,0,8*,i,-7,i,i,-5,i,i,i
CC(=O)Nc1ccc(S(=O)(=O)NCC2CCC(C(=O)NCCCN3CCCC3=O)CC2)cc1 (configuration not stated),i,-7,i,i,-3,i,i,9,i,i,i
COc1ccc2nc(NC(=O)CSc3nc(C)cc(=O)[nH]3)sc2c1,i,-11,i,i,1,i,i,12,i,i,i
COc1cccc(-c2nnn(CC(=O)N(CC(C)C)C3CCS(=O)(=O)C3)n2)c1 (configuration not stated),i,-16,i,i,-2,i,i,4,i,i,i
CCc1ccc(N2C(=O)C(Cl)=C(N3CCOCC3)C2=O)cc1,i,-8,i,i,7,i,i,-3,i,i,i
Cn1cccc1C(=O)C(=O)Nc1cc(Cl)cc(Cl)c1,i,-7,i,i,7,i,i,-3,i,i,i
COc1ccc(-c2sc(NC(C)=O)nc2-c2ccccc2)cc1,i,-8,i,i,-20,i,i,1,i,i,i
CCN1CCN(C(=O)CSc2nc3c(c(=O)n(C)c(=O)n3C)n2C)CC1,i,-4,i,i,-32,i,i,-4,i,i,i
O=C(O)c1cc(NC(=S)NC(=O)C(c2ccccc2)c2ccccc2)ccc1Cl,i,-12,i,i,-5,i,i,-2,i,i,i
CCOC(=O)c1[nH]c(C)c(C(=O)N2CCN(c3ccccc3OC)CC2)c1C,i,-12,i,i,8,i,i,-2,i,i,i
COCCNS(=O)(=O)c1ccc(C)c(C)c1C,i,-17,i,i,-1,i,i,-3,i,i,i
COc1ccc(OCc2nnc(SCC(=O)c3c(N)n(C)c(=O)n(C)c3=O)n2-c2ccccc2F)cc1,i,2,i,i,-1,i,i,x,x,i,i
COc1cccc(CNC(=O)C2CCCN(S(=O)(=O)c3cccc4nonc34)C2)c1 (configuration not stated),i,-2,i,i,7,i,i,-8,i,i,i
O=C(O)c1ccc2c(c1)NC(=O)C(N1CCCC1)S2 (configuration not stated),i,-11,i,i,1,i,i,10,i,i,i
CC(=O)Nc1nc(S(=O)(=O)c2ccc(C)cc2)c(Cl)s1,i,-8,i,i,1,i,i,2,i,i,i
CCN1CCN(Cc2ccc(NC(=O)c3cc(NC(=O)c4cnn(-c5ccccc5)c4N)cc(OC)c3)cc2C(F)(F)F)CC1,i,-27,i,i,-2,i,i,6,i,i,i
Cc1ccc(NC(=O)C2CCCN(C(=O)c3ccc(Cl)cc3)C2)c(C)c1 (configuration not stated),i,-9,i,i,-16,i,i,-4,i,i,i
Cc1c(C)n2c(SCC(=O)NC3CCCCC3)nnc2[nH]c1=O,i,-17,i,i,3,i,i,-4,i,i,i
Cc1cc(C)c(NC(=O)CSc2nc3ccc(NC(=O)CSc4nnnn4-c4ccccc4)cc3s2)c(C)c1,i,4,i,i,-40,i,i,4,i,i,i
Cc1cccc(NS(=O)(=O)c2cccc(C(=O)N3CC(C)OC(C)C3)c2)c1 (configuration not stated),i,-20,i,i,-1,i,i,11,i,i,i
CC(=O)Nc1ccc(NC(=O)C(C)Oc2ccccc2F)cc1 (configuration not stated),i,-10,i,i,10,i,i,-3,i,i,i
CCOc1ccccc1Oc1cn[nH]c1-c1ccc(OCC(=O)NN)cc1O,i,-5,i,i,-8,i,i,1,i,i,i
COC(=O)N/N=C/c1ccc([N+](=O)[O-])s1,i,-11,i,i,-9,i,i,1,i,i,i
CCOC(=O)C1=C(C)N(CCCCCC(=O)O)C(=O)NC1c1ccccc1OS(=O)(=O)c1ccc(C)cc1 (configuration not stated),i,-11,i,i,-5,i,i,-1,i,i,i
O/N=C/C1=C(Cl)c2ccccc2CC1,i,-14,i,i,12,i,i,2,i,i,i
O=[N+]([O-])c1ccc(N2CCCC2)nc1,i,-8,i,i,0,i,i,3,i,i,i
COc1ccc(CCN2CC(C(=O)N(C)CCn3nc(C)cc3C)CCC2=O)cc1 (configuration not stated),i,-3,i,i,-9,i,i,4,i,i,i

# Fetched by structure from the entries so far:
SMILES,KCNQ1 inh,hERG rescue,KCNQ1 pot,PolyA inhibitor,Platelet DG rel,TRPC4 agonist,TRPC4 PAM,Dyrk1A ADPGlo,KCNK3 inh,KCNK9 block,TRPC4 inh
COc1cccc(CNC(=O)C2CCCN(S(=O)(=O)c3cccc4nonc34)C2)c1 (configuration not stated),i,-2,i,i,7,i,i,-8,i,i,i
CCOC(=O)C1=C(C)N(CCCCCC(=O)O)C(=O)NC1c1ccccc1OS(=O)(=O)c1ccc(C)cc1 (configuration not stated),i,-11,i,i,-5,i,i,-1,i,i,i
O=C(O)c1ccc2c(c1)NC(=O)C(N1CCCC1)S2 (configuration not stated),i,-11,i,i,1,i,i,10,i,i,i

# Later entries:
SMILES,KCNQ1 inh,hERG rescue,KCNQ1 pot,PolyA inhibitor,Platelet DG rel,TRPC4 agonist,TRPC4 PAM,Dyrk1A ADPGlo,KCNK3 inh,KCNK9 block,TRPC4 inh
Cc1onc(-c2c(F)cccc2Cl)c1C(=O)NCc1ccc(F)cc1,i,-2,i,i,8,i,i,-4,i,i,i
CCOc1ccc(NC(=O)Cn2nnc(-c3ccccc3NC(=O)c3cccs3)n2)cc1,i,-11,i,i,-2,i,i,26,i,i,i
COC1=CCC2([N+](=O)[O-])CN(CCO)CC1([N+](=O)[O-])C2 (configuration not stated),i,-3,i,i,14,i,i,-7,i,i,i
Cc1cc(NC(=O)c2cc(C3CC3)on2)no1,i,-6,i,i,2,i,i,-5,i,i,i
O=C(O)/C=C/C(=O)N1CCN(c2ccccc2F)CC1,i,-10,i,i,7,i,i,0,i,i,i
CCc1ccccc1N(CC(=O)NCc1ccc(OC)cc1)C(=O)CCC(=O)Nc1ccccn1,i,-10,i,i,-1,i,i,-6,i,i,i
COc1ccccc1CN=Cc1[nH]c2ccc(Br)c(Cl)c2c1O,i,-21,i,i,-1,i,i,13,i,i,i
O=C(Nc1ccccc1)OCCN1CCN(Cc2ccccc2)CCC1=O,i,-4,i,i,5,i,i,-47,i,i,i
CC(=O)c1ccc(S(=O)(=O)Nc2cccc(S(=O)(=O)NC3=NCCC3)c2)cc1,i,-8,i,i,6,i,i,-3,i,i,i
Cc1cc(NC(=O)CSc2nnc(-c3ccc([N+](=O)[O-])cc3)o2)no1,i,-6,i,i,-3,i,i,3,i,i,i
CC(C)CN(C(=O)COC(=O)c1cccc2ccccc12)c1c(N)n(Cc2ccccc2)c(=O)[nH]c1=O,i,-13,i,i,2,i,i,9,i,i,i
CCN(CC(=O)Nc1c(F)cccc1F)C(=O)CCNS(=O)(=O)c1ccc(C)c(C)c1,i,-8,i,i,-3,i,i,-3,i,i,i
COc1ccc(NC2=NCC(=O)N2c2ccccc2)c(OC)c1,i,-4,i,i,3,i,i,3,i,i,i
CC(C)n1c(/N=C/c2c[nH]c3ccccc23)nc2ccccc21,i,-5,i,i,1,i,i,x,i,i,i
CCCCOP(=O)(c1ccc(N(C)C)cc1)C(O)c1c(Cl)cccc1Cl (configuration not stated),i,-7,i,i,10,i,i,-1,i,i,i
O=C(Cn1c2[n+](c3ccc(C(F)(F)F)cc31)CCCCC2)Nc1ccccc1,i,-6,i,i,6,i,i,5,i,i,i
O=C(c1ccco1)N1N=C(c2cccs2)CC1c1cc([N+](=O)[O-])ccc1O (configuration not stated),i,-12,i,i,-9,i,i,10,i,i,i
O=C(COc1ccc2ccc(=O)oc2c1)N1CCc2ccccc21,i,-6,i,i,9,i,i,6,i,i,i
Cc1ccc(-n2ncc3c(=O)n(CC(=O)N(C(C)C)C(C)C)cnc32)cc1,i,-1,i,i,-1,i,i,x,i,i,i
CCOc1cc(N2CCOCC2)c(OCC)cc1NC(=O)c1cc(-c2ccco2)nc2ccccc12,i,-7,i,i,7,i,i,-5,i,i,i

# High-throughput results: PubChem, several laboratories
